CCT chaperon mod = cytosolic chaperonin activity modulation; purified chaperonin ATPase assay, HTRF ADP detection, 30 min; activity change, % (test concentration not listed), hits read low; 0.3% of 360,000 active; AID 651819; in the data active = activity change below about -30%; also: % is scaled to controls: 0 for no effect and ±100 for the full control effect
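TRiC at 40 or 20 nM final (batch-dependent) in 30 mM Tris pH 7.4, 100 mM KCl, 5 mM MgCl2, 1 mM DTT, with compound at single 76 uM and 10 uM ATP, 30 min at 37 deg C. ADP detected by HTRF Transcreener, 665/615 ratio.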
Mm-Cpn inhibitor = inhibitors of Methanococcus maripaludis chaperonin (MmCpn). purified Mm-Cpn ATPase, ADP Transcreener TR-FRET. Potency, µM (series often up to 76.9 µM), for inactives: at the highest dose activity, negative = inhibition, actives largely listed as inhibitors. 0.031% of 330,000 active. AID 504842; also: potency is read from the fitted curve at half-maximal effect; % is scaled to controls: 0 for no effect and ±100 for the full control effect; nearly all actives have a fitted effect of over 80% in size
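ATP (10 uM final) was added to archaeal chaperonin (25 nM final) after 10 min exposure to test compound at 37°C; after 30 min further incubation, ADP was detected by competitive TR-FRET.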
EPAC2 antagonist = blocks human EPAC2 exchange factor | Q8WZA2 | EPAC2 GEF exchange of Rap1B-BODIPY-GDP, fluorescence | Potency, µM (doses to about 114 µM), for inactives: top-dose activity, negative = inhibition, usual class: inhibitors | 0.18% of 360,000 active | AID 720708; also: potency is read from the fitted curve at half-maximal effect; % is scaled to controls: 0 for no effect and ±100 for the full control effect; nearly all actives have a fitted effect of over 45% in size; many of its hits are not listed in these tables
Target sequence (Q8WZA2 whole entry, looked up): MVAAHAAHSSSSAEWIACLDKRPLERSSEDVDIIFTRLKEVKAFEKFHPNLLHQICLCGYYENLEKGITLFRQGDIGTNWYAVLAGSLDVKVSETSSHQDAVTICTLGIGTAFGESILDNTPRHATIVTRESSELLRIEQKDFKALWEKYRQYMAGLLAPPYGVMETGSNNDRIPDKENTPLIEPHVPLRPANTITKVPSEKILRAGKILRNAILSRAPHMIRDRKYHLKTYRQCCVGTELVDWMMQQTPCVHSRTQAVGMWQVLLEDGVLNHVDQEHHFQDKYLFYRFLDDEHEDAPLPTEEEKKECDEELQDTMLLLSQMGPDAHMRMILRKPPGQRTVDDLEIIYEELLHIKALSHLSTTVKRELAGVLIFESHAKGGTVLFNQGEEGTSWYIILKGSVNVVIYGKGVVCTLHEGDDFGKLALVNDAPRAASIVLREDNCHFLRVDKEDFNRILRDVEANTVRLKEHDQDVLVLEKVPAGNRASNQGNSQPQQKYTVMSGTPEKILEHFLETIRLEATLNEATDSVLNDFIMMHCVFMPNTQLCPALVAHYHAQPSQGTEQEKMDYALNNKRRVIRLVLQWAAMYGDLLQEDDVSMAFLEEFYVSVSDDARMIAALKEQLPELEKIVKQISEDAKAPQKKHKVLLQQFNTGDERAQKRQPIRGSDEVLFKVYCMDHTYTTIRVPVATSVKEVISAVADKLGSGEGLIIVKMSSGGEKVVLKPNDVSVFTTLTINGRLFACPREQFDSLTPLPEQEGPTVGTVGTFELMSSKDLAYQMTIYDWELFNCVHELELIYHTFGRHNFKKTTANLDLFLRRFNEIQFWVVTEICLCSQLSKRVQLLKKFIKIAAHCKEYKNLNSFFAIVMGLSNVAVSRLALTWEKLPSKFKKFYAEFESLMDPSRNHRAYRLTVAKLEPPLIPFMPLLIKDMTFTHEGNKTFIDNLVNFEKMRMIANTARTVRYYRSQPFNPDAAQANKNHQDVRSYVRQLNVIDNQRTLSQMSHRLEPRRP
EPAC1 ag = EPAC1 (human) agonism. 0.073% of 360,000 active. EPAC1 agonist qHTS, biochemical assay; response scale: 100% = response to 6.5 mM cAMP. Potency, µM (top dose mostly 154 µM), inactives show top-dose activation, hits mostly activators; also: potency is read from the fitted curve at half-maximal effect; nearly all actives have a fitted effect of over 60% in size
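Nucleotide exchange by EPAC1 (100 nM) on Rap1B–BODIPY-GDP (250 nM) in the presence of 50 uM GDP is tracked fluorescently at 480/540 nm over 30 min. Signals are normalized to a 6.5 mM cAMP control.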
PLK1 PBD inh = PLK1 (human) polo-box domain binding inhibition; P53350; Plk1 PBD binding of FITC phosphopeptide, fluorescence polarization; Potency, µM, inactives show max response, negative = inhibition, usual class: inhibitors; 2.8% of 360,000 active; AID 720504; also: potency is read from the fitted curve at half-maximal effect; series mostly up to about 57 µM; % is scaled to controls: 0 for no effect and ±100 for the full control effect; nearly all actives have a fitted effect of over 65% in size
EPAC1 antag = antagonists of human EPAC1 | O95398 | EPAC1 GEF assay, Rap1b-BODIPY-GDP exchange fluorescence | Potency, µM (top dose mostly 115 µM), for inactives: at the highest dose activity change, negative = inhibition, usual class: inhibitors | 0.14% of 360,000 active | AID 720709;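 also: potency is read from the fitted curve at half-maximal effect; plate controls were vehicle for no effect and positive control for full effect; nearly all actives have a fitted effect of over 50% in size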
PI5P4Ka inh = inhibitors of human PI5P4K alpha. P48426. PI5P4Kalpha enzyme, ADP-Glo luminescence, 60 min; active compounds read low. max response, %. 1.2% of 330,000 active. AID 652105; active = max response of -50% or lower; inconclusive = between -30% and -50%; inactive = -30% or higher; also: value at the top dose of about 77 µM; % is scaled to controls: 0 for no effect and ±100 for the full control effect
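Human PI5P4Kalpha with substrate in 0.038 M HEPES pH 7.4, 0.28 mM EGTA, 0.1% CHAPS, 5% DMSO; reaction started with 5 microM ATP (final), 60 min at room temperature. ADP formed read by ADP-Glo luminescence.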
WRN helicase inh = inhibitors of human WRN helicase | 0.46% of 360,000 active | Potency, µM (series often up to 114 µM), inactives show top-dose activity change, negative = inhibition, most hits filed as inhibitors | WRN helicase unwinding, fluorescent forked duplex, kinetic | AID 651768 | Q14191; also: potency is read from the fitted curve at half-maximal effect; % is scaled to controls: 0 for no effect and ±100 for the full control effect; nearly all actives have a fitted effect of over 55% in size
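Screening of the MLSMR collection measured strand separation of a quenched forked DNA duplex (100 nM) by 20 nM WRN with 2 mM ATP, all final. Compounds were preincubated with enzyme 15 min at room temperature.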
Active calls of the source: *; u = inconclusive; x = not tested or not shown; [ ] = dose if it differs, or a comment. Unless noted, calls follow the shape of the dose curve; as a rule, active = well fitted curve in the direction sought with a large enough effect; inconclusive = small, poorly fitted or top-dose-only effect, or another doubt; inactive = no such curve, though single readings can be large; an effect the other way counts as inactive or inconclusive.

Each structure is followed by: CCT chaperon mod	Mm-Cpn inhibitor	EPAC2 antagonist	EPAC1 ag	PLK1 PBD inh	EPAC1 antag	PI5P4Ka inh	WRN helicase inh
CCOc1ncccc1C(=O)N1CCN(Cc2ccc3c(c2)OCO3)CC1
→ -1.8	0%	4%	18%	-8%	1%	0	-4%
O=C(NCc1cccnc1)Nc1cc(Cl)cc(Cl)c1
→ -0.1	1%	-6%	-3%	-6%	-2%	17	-6%
CN(C)c1c([N+](=O)[O-])cc2[nH]c(=O)[nH]c2c1[N+](=O)[O-]
→ 1.5	-1%	-1%[57.1 µM]	5%	-8%	u	-9	5%
CCNc1nnc(CCn2nc(C)c(Br)c2C)s1
→ 0.5	3%	-4%	0%	-4%	u	4	0%[57.1 µM]
CCOc1ccc(N(CC(=O)Nc2ccc(C)c(Cl)c2)S(C)(=O)=O)cc1
→ 0.1	-4%	-26%	7%	2%	0%	11	-11%
COc1ccccc1NC(=S)NNC(=O)c1cc(C)nn1C
→ -1.0	-3%	-1%	19%	-2%	0%	-1	-1%
COc1ccc(/C=C(/NC(=O)c2ccccc2)c2nc3ccc(Cl)cc3[nH]2)cc1OC
→ -2.1	-2%	-1%	16%	-3%	-2%	-12	5%
NC(=O)CCCn1c(C(=O)c2ccc(Cl)cc2)c2ccc(C(F)(F)F)cc2[n+]1[O-]
→ -2.1	-1%	-16%	-12%	-6%	-1%	1	0%
O=C(Nc1ccc(F)c(Cl)c1)C1CCN(S(=O)(=O)c2cccnc2)CC1
→ 0.0	-5%	3%	-6%	3%	-8%	-5	5%
CCCNC(=O)C1(C)CCN(CCOc2ccc(Cl)cc2)C1 (configuration not stated)
→ -0.1	x	-3%	-7%	0%	-1%	6	-3%
CC(=O)Nc1ccc(-c2nn[nH]n2)cc1Cl
→ -0.2	1%	6%	-1%	-1%	2%	-15	0%
Fc1cccc2sc(Nc3nc4cc5c(cc4s3)OCCO5)nc12
→ 2.3	1%	15%	-4%	-2%	16%	-15	4%
CC1CCCCN1CCn1cnc2c([nH]c3ccccc32)c1=O (configuration not stated)
→ -1.1	-1%	-10%	-3%	3%	-9%	13	-8%
Cn1c(N)c(C(=O)CSc2ccc3c(c2)OCCO3)c(=O)n(C)c1=O
→ -0.2	-4%	1%	3%	-8%	8%	-4	-6%
Nc1c(Cl)c(Cl)nc(C(=O)N/N=C/c2ccco2)c1Cl
→ -1.5	-1%	4%	-14%	-5%	1%	3	6%
Cc1ccc(CN2CCN(Cc3c(C)nn(-c4ccc(F)cc4)c3C)CC2CCO)o1 (configuration not stated)
→ 1.7	u	13%	-8%	4%	5%	-1	5%
CNc1ccccc1C(C)(C)c1cc(-c2cccc([N+](=O)[O-])c2)no1
→ 0.4	-3%	-4%	8%	-4%	-15%	4	-12%
O=c1cc(O)c2ccccc2n1Cc1ccccc1F
→ 1.2	-9%	-6%	10%	-4%	0%	-1	-7%
COc1ccc(C(=O)N2CCN(CCCc3ccccc3)CC2)cc1OC
→ -3.2	0%	0%	11%	0%	8%	13	-15%
Nc1cccc(C(=O)Nc2cccc3ncccc23)c1
→ -2.0	1%	0%	-1%	-10%	-28%	5	9%

The list goes on:
Each structure is followed by: CCT chaperon mod	Mm-Cpn inhibitor	EPAC2 antagonist	EPAC1 ag	PLK1 PBD inh	EPAC1 antag	PI5P4Ka inh	WRN helicase inh
O=C(NCc1ccco1)C(C(=O)c1ccccc1)n1ccccc1=O (configuration not stated)
→ -1.5	0%	-3%	3%	-1%	-8%	0	-3%
O=C(Nc1ncccc1O)c1ccc(S(=O)(=O)NCc2ccco2)cc1
→ -0.5	x	4%	0%	-1%	3%	1	-5%
O=C(CC(c1ccco1)S(=O)(=O)c1ccccc1)c1ccc(F)cc1 (configuration not stated)
→ -0.9	-9%	-4%	12%	-13%	2%	x	2%
COC(=O)CN(C(=S)Nc1ccc(Cl)cc1)C1CC(=O)N(c2ccc(OC)cc2)C1=O (configuration not stated)
→ -3.3	1%	-12%	16%	-14%	-12%	x	-12%
CCC(COC)NC(=O)CCc1nnc(Cc2cccc(C(F)(F)F)c2)o1 (configuration not stated)
→ 1.6	1%	1%	0%	-2%	5%	2	23%
COc1cc(/C=C2\SC(=S)N(CC(=O)NC3=NCCS3)C2=O)cc(OC)c1OC
→ -0.1	-2%	4%	10%	-10%	-8%	-9	u
S=C(NCC1CCCCC1)Nc1ccc(Oc2ccccc2)cc1
→ -1.8	2%	-5%	-6%	5%	-6%	14	-11%
Cc1cc(NC(=O)c2cnn3c(C(F)F)cc(C4CC4)nc23)no1
→ -4.9	1%	-5%	11%	-5%	-9%	1	2%
O=C(O)/C=C/C(=O)Nc1cccnc1
→ 1.8	2%	16%	-9%	-2%	9%	2	1%
N#Cc1ccsc1NC(=O)CN1CCN(S(=O)(=O)c2ccc3ccccc3c2)CC1
→ 0.1	-27%	15%	5%	-7%	9%	u	-4%
O=C(Cn1ccc(=O)[nH]c1=O)NCCO
→ -1.9	2%	7%	-9%	-5%	16%	8	-1%
CN(/N=C/c1cccnc1)C1=NS(=O)(=O)c2ccccc21
→ -2.1	-1%	2%	-14%	-19%	-12%	-1	-15%
COC(=O)[C@H](Cc1ccccc1)NC(=O)N1Cc2ccccc2C[C@H]1C(=O)OC
→ -0.7	u	2%	-5%	-2%	8%	0	4%
COC(=O)c1c(C)oc(C)c1S(=O)(=O)N1CCCC1
→ -1.8	1%	-7%	-8%	-2%	-3%	-4	-1%
Cc1ccc(CC(=O)N(C)CC(=O)N(CC(C)C)c2c(N)n(CC(C)C)c(=O)[nH]c2=O)cc1C
→ -0.3	-2%	11%	-12%	-2%	4%	-10	3%
CCCc1ccc(-c2cc(C(=O)Nc3ccc([N+](=O)[O-])cn3)c3ccccc3n2)cc1
→ -3.0	-5%	17%	4%	-4%	-12%	7	-24%[57.1 µM]
CCOC(=O)c1c(CSc2ccccc2)n(C)c2ccc(O)cc12
→ 2.8	2%	-2%	0%	-11%	-2%	-4	-6%[57.1 µM]
C=CCn1c(SC(C)C(=O)NCCC2=CCCCC2)nc2ccccc2c1=O (configuration not stated)
→ -1.5	2%	7%	3%	0%	-17%	8	-4%
Fc1ccc(OCc2nnc(-c3ccccc3Br)o2)c(Cl)c1
→ -1.8	0%	-9%	4%	7%	1%	-3	-10%
O=C(NNC(=O)c1cc2ccccc2[nH]1)OCc1ccccc1
→ x	1%	0%	-9%	x	-5%	x	x

Further results
Each structure is followed by: CCT chaperon mod	Mm-Cpn inhibitor	EPAC2 antagonist	EPAC1 ag	PLK1 PBD inh	EPAC1 antag	PI5P4Ka inh	WRN helicase inh
Cc1ccc(S(=O)(=O)N2CCOCC2)cc1NC(=O)COC(=O)CSc1ccc(Br)cc1C
→ 0.8	-5%	-4%	11%	-7%	-5%	x	-11%
O=C(Nc1cccc(Br)c1)c1ccc(CN2CCc3ccccc3C2)cc1
→ -1.6	-3%	6%	17%	-11%	-9%	u	1%
COc1cc(/C=C2\C(=N)N3N=C(N4CCOCC4)SC3=NC2=O)ccc1OC(=O)c1ccccc1
→ -0.3	-4%	u	8%	27µM*	-12%	-26	-9%
CC1=C(C(=O)N(C(C)C)C(C)C)CC(CC(=O)NCc2cccc3ccccc23)C(=O)N1Cc1ccccc1 (configuration not stated)
→ -1.8	x	1%	0%	-10%	u	-3	-8%
COc1ccc(CCCc2nnc(SCC(=O)Nc3ccc(C)c(C)c3)o2)cc1
→ -3.4	2%	-18%	22%	5%	-23%	x	-13%
Cc1cccc(CN2CCN([C@@H]3CS(=O)(=O)N[C@H]3COCc3ccccc3)CC2)c1
→ 0.2	x	16%	4%	-6%	7%	12	3%
CCN(CC)CCNC(=O)c1ccc(Cl)c(S(=O)(=O)N2CCCCCC2)c1
→ 1.5	1%	-1%	-7%	2%	-1%	-4	3%
CCCn1c(N)c(N(CCOC)C(=O)c2cccc(Cl)c2)c(=O)[nH]c1=O
→ 0.1	1%	7%	0%	0%	1%	3	-5%
Cc1cccc(/C=N/NC(=O)c2ccc(NC(=O)c3ccc(F)cc3)cc2)n1
→ -2.4	-2%	9%	13%	0%	-7%	-1	-10%[57.1 µM]
CCC(=O)N(Cc1cc2cccc(C)c2[nH]c1=O)c1ccccc1OC
→ -3.3	0%	0%	-9%	-1%	4%	x	0%
C=CC(=O)Nc1ccc(N(C)c2ccnc(Nc3ccc(N4CCN(C)CC4)cc3)n2)cc1
→ -0.7	-2%	2%	-14%	-5%	-3%	-18	u
COCCCNCCCOc1ccc(C(C)(C)c2ccccc2)cc1
→ 0.7	2%	1%	2%	-3%	5%	-2	-25%
CCC1(c2ccc(F)cc2)NC(=O)N(CC(=O)NCC(=O)Nc2cccc(C)c2C)C1=O (configuration not stated)
→ -4.6	2%	-8%	9%	-12%	-15%	6	-1%
CCCCC[C@H]1CN(Cc2ccc(OC)cc2)C(=O)[C@@H]1CC(=O)NCc1ccccc1
→ -2.7	-1%	u	-26%	-16%	-13%	1	-26%
CC(C)(C)OC(=O)N1CCC(C(=O)NNC(=O)c2ccc(Cl)cc2Cl)CC1
→ -3.9	4%	3%	3%	-14%	13%	0	0%[57.1 µM]
Cc1cc(S(=O)(=O)N2CCOCC2)ccc1OCC(=O)NCc1ccco1
→ -2.6	0%	2%	11%	-10%	-3%	2	-3%[57.1 µM]
CCc1nnc(NC(=O)CCC(=O)NCCc2ccc(OC)c(OC)c2)s1
→ -3.4	-1%	-2%	-3%	-3%	-3%	-6	6%
COc1cccc(NC(=O)c2ccc3nsnc3c2)c1
→ -1.3	3%	-7%	6%	-2%	7%	4	-16%
CN(C)Cc1ccc(F)cc1Sc1ccc(Cl)cc1Cl
→ -1.1	0%	-1%	-2%	0%	-14%	8	-4%
COc1ccc(NC(=O)CCN2C(=O)c3ccncc3C2=O)cc1OC
→ -0.1	-4%	-1%	-6%	3%	13%	1	0%
CCOC(=O)c1cccc(NC(=O)CSc2nc3ccccc3c(=O)n2CCOC)c1
→ 0.3	-7%	1%	0%	-1%	-18%	x	-3%

High-throughput results (PubChem BioAssay)

Only part of the results is shown, so the mix of outcomes need not match the whole.
